MEX-5 binding – C. elegans MEX-5 TCR-2 RNA binding activity; Q9XUB2; 300,000 tested, 0.38% active; activity score (negative = inhibition of binding), % at 10 µM; MEX-5/FITC-TCR2 RNA binding, fluorescence polarization; stronger effect = lower value; AID 1832;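 active = inhibition past about -25% in most replicates, and total fluorescence under double the plate's negative control median, limit read from the data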;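 note: 0% = DMSO and -100% = 5 µM competing unlabeled TCR2 RNA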
Fam108B counter – blocks mouse Fam108B hydrolase in RBBP9 counter-screen; inhibition, % at 9.51 µM; AID 1947; recombinant Fam108B, FP-Rh probe fluorescence polarization; 300,000 tested, 0.33% active;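 active = inhibition above the screen mean inhibition plus 3 SD, computed separately per campaign, cut at about 18% in these data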;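 note: inhibitors lower polarization as less probe binds the enzyme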
AHR activator – human AHR activation | 320,000 tested, 2.5% active | AID 2796 | P35869 | activation, % at 5 µM | AHR-responsive luciferase reporter cells, luminescence; in the data active = activation above about 47%;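 note: 0% = vehicle wells and 100% = reference agonist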
PAFAH1B2 FP inh – inhibitors of human PAFAH1B2; P68402; recombinant PAFAH1B2, FP-rhodamine activity probe, fluorescence polarization; inhibition, % at 3.39 µM; 340,000 tested, 1.2% active; AID 492953;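 active = inhibition above the mean of all tested compounds plus 3 SD, cut at about 24% in these data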;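 note: 0% = enzyme with DMSO and 100% = wells lacking PAFAH1B2; many of its hits are not listed in these tables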
PME-1 inh – blocks human protein phosphatase methylesterase 1; Q9Y570; recombinant PME-1, FP-Rh probe fluorescence polarization; inhibition, % at 5.9 µM; 320,000 tested, 0.53% active; AID 2130;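 active = inhibition above the campaign mean of all compounds plus 3 SD, cut at about 26% in these data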;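 note: competitive labeling of PME-1 active site by serine hydrolase directed probe; 0% = PME-1 with DMSO and 100% = wells lacking PME-1 enzyme; inhibitors block probe labeling so polarization falls and inhibition rises; many of its hits are not listed in these tables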
Target sequence (Q9Y570 whole entry, looked up): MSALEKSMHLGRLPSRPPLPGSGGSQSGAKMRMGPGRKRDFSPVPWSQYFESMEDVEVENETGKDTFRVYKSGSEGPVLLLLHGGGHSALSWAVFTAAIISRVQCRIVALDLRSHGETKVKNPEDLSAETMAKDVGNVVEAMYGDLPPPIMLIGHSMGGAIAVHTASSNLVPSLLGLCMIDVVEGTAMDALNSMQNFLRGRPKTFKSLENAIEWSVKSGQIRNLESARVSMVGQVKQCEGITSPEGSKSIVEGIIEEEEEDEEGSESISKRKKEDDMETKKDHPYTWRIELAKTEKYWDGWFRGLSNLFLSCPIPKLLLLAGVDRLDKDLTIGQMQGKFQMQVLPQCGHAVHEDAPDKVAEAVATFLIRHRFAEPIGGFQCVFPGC
Bcl-xL primary – Bcl-xL (human) inhibition; GST-Bcl-xL / FITC-Bim BH3 peptide fluorescence polarization; inhibition, % at 10.9 µM; 320,000 tested, 0.7% active;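 active = inhibition above the mean of all tested compounds plus 3 SD, cutoff set per campaign, cut at about 30% in these data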;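 note: 0% = DMSO wells and 100% = unlabeled Bim-BH3 peptide competitor; inhibitors lower millipolarization by displacing the labeled peptide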
Target sequence (Q07817 whole entry, looked up): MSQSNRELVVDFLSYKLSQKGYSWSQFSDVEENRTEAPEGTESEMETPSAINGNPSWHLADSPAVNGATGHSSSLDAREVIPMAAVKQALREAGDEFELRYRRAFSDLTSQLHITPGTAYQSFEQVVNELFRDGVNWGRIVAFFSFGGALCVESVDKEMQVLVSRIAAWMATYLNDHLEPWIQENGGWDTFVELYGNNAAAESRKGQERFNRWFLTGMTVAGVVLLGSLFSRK
pPAFAH FP inh – inhibitors of human plasma PAF acetylhydrolase (pPAFAH). AID 463082. inhibition, % at 3.39 µM. Q13093. recombinant pPAFAH, FP-rhodamine probe fluorescence polarization. 330,000 tested, 1.5% active;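 active = inhibition above the mean inhibition across the screen plus 3 SD, cut at about 25% in these data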;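 note: inhibitors block binding of the rhodamine activity-based probe so polarization drops; 0% = enzyme with DMSO and 100% = wells lacking pPAFAH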
Target sequence (Q13093 whole entry, looked up): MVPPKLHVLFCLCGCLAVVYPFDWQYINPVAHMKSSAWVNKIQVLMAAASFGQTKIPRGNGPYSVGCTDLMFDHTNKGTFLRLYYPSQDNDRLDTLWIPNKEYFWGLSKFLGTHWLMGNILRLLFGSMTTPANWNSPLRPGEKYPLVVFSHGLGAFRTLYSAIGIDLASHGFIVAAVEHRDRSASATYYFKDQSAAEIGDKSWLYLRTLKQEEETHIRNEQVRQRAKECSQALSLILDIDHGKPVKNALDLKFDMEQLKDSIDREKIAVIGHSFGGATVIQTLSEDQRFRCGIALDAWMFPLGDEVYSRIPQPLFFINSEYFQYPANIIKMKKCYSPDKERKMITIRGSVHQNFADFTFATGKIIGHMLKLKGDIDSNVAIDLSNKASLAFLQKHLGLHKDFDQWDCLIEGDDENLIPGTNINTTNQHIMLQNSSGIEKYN
MCL1-BIM inh – disrupts human MCL1 binding to BIM-BH3 peptide. Q07820. GST-MCL1 / FITC-Bim-BH3 fluorescence polarization. inhibition, % at 10.9 µM. 320,000 tested, 0.68% active;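 active = inhibition above the mean inhibition of all tested compounds plus 3 SD, set per campaign, cut at about 40% in these data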;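 note: 0% = DMSO wells and 100% = unlabeled Bim-BH3 peptide control; higher means more loss of mP so more displacement of Bim peptide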
GLD-1 RNA inh – GLD-1-TGE RNA interaction inhibition (C. elegans). Q17339. purified GLD-1 + fluorescein TGE RNA, fluorescence polarization. inhibition, % at 5.96 µM. 320,000 tested, 0.44% active;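 active = percent inhibition above a per-plate cutoff, the plate mean of test compounds plus 3 SD, cut at about 30% in these data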;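 note: 0% = DMSO wells with GLD-1 and probe and 100% = wells lacking GLD-1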
* marks the source's active call; other numbers are inactive results; x = not tested or not shown. Only part of the results is shown; the hit share may differ from the screen's.

Order of results: MEX-5 binding	Fam108B counter	AHR activator	PAFAH1B2 FP inh	PME-1 inh	Bcl-xL primary	pPAFAH FP inh	MCL1-BIM inh	GLD-1 RNA inh
1) COc1ccc(Cl)cc1C1=CC(=O)C[C@H](c2ccc(F)cc2)C1
 : x	x	4	1	-8	1	8	-6	6
2) CN(C)CC(C)(C)CNC(=O)C1CCN(CCCc2ccccc2)CC1
 : 1.0	-4	0	5	-3	0	4	3	-11
3) O=[N+]([O-])c1cccc(CN2[C@@H](Cc3ccccc3)COCCS2(=O)=O)c1
 : 0.1	-2	-1	15	4	4	3	5	8
4) O=C(NN1C(=O)c2ccccc2NC1c1ccco1)c1ccc(Br)cc1 (configuration not stated)
 : -1.7	8	2	5	-4	0	3	2	9
5) C#CCN(Cc1ccccc1)S(=O)(=O)C=C
 : x	x	-1	x	3	5	2	11	-5
6) CCOCc1c(C(=O)OCC(=O)/C(C#N)=C(\C)N)oc2ccccc12
 : x	3	1	0	1	6	2	8	-6
7) Cc1ccc(C(=O)C(C)Sc2nnc(N)s2)cc1 (configuration not stated)
 : 0.4	1	2	1	-5	4	-2	3	8
8) CC(=O)C1=C(C)N(Cc2ccccc2)C(=O)N[C@@H]1c1cccc(C(F)(F)F)c1
 : 1.5	-2	1	5	7	2	2	-5	4
9) CN1CCN(c2ccc(Cl)cc2NC(=O)c2ccc(S(=O)(=O)N(C)C)cc2)CC1
 : 1.3	-4	0	0	-3	-1	1	0	-3
10) CCC(=O)N1CCC2(CC1)Oc1ccc(F)cc1C(=O)C21CC(c2ccc(Cl)cc2)=NO1 (configuration not stated)
 : 1.1	2	4	5	5	4	1	1	-2
11) COC(=O)c1ccc(-n2nnnc2SCC(=O)N2CCCCC2)cc1
 : 0.1	1	-1	4	-5	-1	1	0	4
12) OCCNCc1cc(Br)ccc1OCc1ccc(F)cc1
 : 2.4	0	2	0	-6	4	3	1	11
13) CCc1ccc(OC)c(S(=O)(=O)Nc2ccc(Cc3ccncc3)cc2)c1
 : 2.0	2	3	11	27*	1	26*	2	-1
14) COC(=O)/C(=C/c1cccc([N+](=O)[O-])c1)NC(=O)c1ccc(OC)cc1
 : 1.7	4	2	6	1	4	4	6	-1
15) CCOc1ccc(-c2c[n+](=O)c3c(n2[O-])CCCC3)c(OCC)c1
 : -0.2	1	-1	1	8	-2	3	3	-3
16) CC(=O)Nc1ccc(-n2c(C)ccc2-c2ccccc2)cc1
 : -1.9	0	0	4	-2	2	7	-1	2
17) c1ccc2c3n(nc2c1)CCCCO3
 : x	x	5	2	5	-6	0	-14	6
18) Cc1cnc(C(=O)OC(C)C(=O)Nc2ccc(Oc3ccccc3)cc2)cn1 (configuration not stated)
 : x	x	0	5	5	2	-1	1	5
19) CCCCC12CN3CCN(CC(C3)/C1=N\NC(=O)c1ccccc1N)C2
 : -1.0	-3	38	-1	-3	2	8	5	6
20) CC1CN(CC(O)COc2ccc(C(C)C)cc2)CC(C)O1 (configuration not stated)
 : -2.4	3	7	-6	5	2	5	4	-2
21) COc1ccc(NC(=O)N2CCC(NC(=O)c3ccco3)CC2)cc1
 : -1.9	-2	2	2	-1	2	3	8	5
22) CC(=O)Nc1ccc(CN2CCN(CC(C)C)C(CCO)C2)cc1 (configuration not stated)
 : -4.2	-4	0	1	-4	2	3	3	2
23) O=C(N/N=C/c1ccc([N+](=O)[O-])cc1)c1cnccn1
 : 1.5	0	6	x	5	4	0	7	-1
24) CC(C)CC(=O)N1CCN(Cc2cccc([N+](=O)[O-])c2)CC1
 : 4.4	-1	-2	5	-1	2	1	5	-1
25) CSc1ccc(/C=C/C(=O)NC23CC4CC(CC(C4)C2)C3)cc1
 : 1.6	2	5	0	-6	0	0	-8	-5
26) CC(C)CC(=O)NC(=S)Nc1sc2c(c1C(N)=O)CCC2
 : -1.5	-4	6	2	-4	3	7	2	-3
27) CCn1cnc2sc(C(=O)N3CCN(Cc4ccc5c(c4)OCO5)CC3)c(C)c2c1=O
 : -1.6	-1	-5	x	1	1	-1	-1	-9
28) Fc1ccc(CN(Cc2ccccc2)C(c2cccs2)c2nnnn2C2CCCCC2)cc1 (configuration not stated)
 : -1.2	5	-1	1	-4	10	1	4	-2
29) Cc1cc(Br)ccc1NC(=O)CNC(=O)CSc1n[nH]c(N)n1
 : 2.9	-3	4	0	8	0	-3	-9	-7
30) O=C1N(C2CCCC2)C[C@@H]2C[C@@H](c3cccn3-c3nccs3)N3CCC[C@@]123
 : -0.5	0	-2	0	1	7	3	4	2
31) Fc1ccc(C2CC(c3ccco3)=Nc3ccccc3S2)cc1 (configuration not stated)
 : -2.4	1	4	1	-6	17	4	10	-1
32) O=c1[nH]c(=S)[nH]nc1Cc1ccc(Cl)c(Cl)c1
 : 2.7	0	0	11	2	11	3	28	-7
33) Cn1c(=O)c(-c2ccccc2)c(O)c2ccccc21
 : 0.3	0	1	-6	3	1	-1	11	3
34) Cc1cccc(NS(=O)(=O)c2nnc(NC(=O)c3ccc(Cl)cc3)s2)c1
 : 1.4	-3	2	1	-4	4	8	-5	8
35) O=S1(=O)CC(O)C(N=Nc2c(O)n(Cc3ccccc3)c3ccccc23)C1 (configuration not stated)
 : -2.8	-4	-1	4	-4	7	6	5	-7
36) CCc1cc(=O)oc2cc(C)cc(OC(C)C(=O)NCCN3CCOCC3)c12 (configuration not stated)
 : -0.4	0	-1	1	-3	2	1	5	-3
37) COc1ccc(/C=N/Nc2ccc(C(F)(F)F)cc2[N+](=O)[O-])cc1
 : -0.4	5	1	-2	-1	1	-6	-11	-3
38) COC(=O)c1cc(COC(=O)c2nc3nc(C)cc(C)n3n2)oc1C
 : -0.2	3	1	8	4	2	3	12	-2
39) O=C(C1=C[C@H](C2CC2)C[C@H](OCc2ccc(CO)cc2)O1)N1CCN(Cc2ccccc2)CC1
 : 1.8	3	-1	2	2	5	6	7	4
40) COc1ccc(NC(=O)C(CCS(C)(=O)=O)N2C(=O)c3ccccc3C2=O)cc1 (configuration not stated)
 : 0.1	0	-1	-4	0	6	3	4	2
41) O=C1c2ccc(-c3ccc(F)cc3OCc3ccccc3)cc2S(=O)(=O)c2cccc(C(=O)N3CCN(c4ncc(Cl)cc4Cl)CC3)c21
 : x	x	-1	-6	x	x	37*	x	3
42) CCC(=O)N1CCc2cc(Br)cc(S(=O)(=O)C3(C(=O)OC)CC3)c21
 : -1.7	1	7	0	-2	9	6	5	2
43) CCCNS(=O)(=O)/C=C/c1ccccc1
 : 0.6	-2	0	1	2	1	1	-3	6
44) COc1ccccc1/C=C(/C(=O)OCC(N)=O)c1ccccc1
 : 0.4	0	5	11	7	0	4	2	3
45) c1ccc(Cn2nnc3c(NCc4ccc5c(c4)OCO5)ncnc32)cc1
 : 0.4	4	10	-3	-1	5	0	2	-3
46) COC(=O)c1ccccc1NC(=O)CSc1nnc(Cc2ccc(Cl)cc2)o1
 : 0.9	5	-1	14	-1	3	5	-3	5
47) COc1ccc(CCC(=O)Nc2cnc3ccccc3c2)cc1
 : 2.1	2	3	3	-7	4	-1	4	-2
48) Cc1ccc(-n2cc3c(=O)n(C)c(=O)n(C)c3c2)cc1C
 : -1.4	-3	8	5	-35	4	0	0	8
49) O=C(NCC1CCCO1)C1CCN(C(=O)c2ccc(Cl)cc2)CC1 (configuration not stated)
 : 2.9	-4	3	8	-4	-1	1	3	5
50) NS(=O)(=O)c1ccc(CNS(=O)(=O)c2cc(C(=O)O)ccc2Cl)cc1
 : 1.4	-1	-2	2	0	8	6	23	-1
51) O=C(NCCc1ccc(Cl)cc1)c1cnccn1
 : -3.2	-1	2	4	-1	2	5	1	4
52) CCCN(c1ccc(OCC)cc1)S(=O)(=O)c1ccc2c(c1)CCN2C(=O)CCC(=O)O
 : x	3	0	1	2	0	-1	-3	-1
53) Cc1ccc(CC(=O)Nc2cccc(S(=O)(=O)N3CCOCC3)c2)cc1
 : -0.5	-3	0	8	1	5	1	8	3
54) CCC(=O)c1ccc(OCC(=O)OCC(=O)N(C)CC(=O)Nc2ccc(F)cc2)cc1
 : -3.0	1	1	2	-7	4	6	4	11
55) O=c1c(OC2OC(CO)C(O)C(O)C2OC2OC(CO)C(O)C(O)C2O)c(-c2ccc(O)cc2)oc2cc(O)cc(O)c12 (configuration not stated)
 : x	3	21	5	2	1	11	-1	8
56) CCOC(=O)c1[nH]c2ccccc2c1NC(=O)C1CCCCC1
 : -2.5	-2	10	-7	-1	2	-1	8	6
57) COc1cc2oc(=O)ccc2cc1[C@H](O)[C@@H](O)C(C)(C)O
 : x	x	1	1	6	-2	4	3	-5
58) CN=C(C)c1c(O)c2ccccc2oc1=O
 : 0.8	8	7	-6	-1	9	1	12	-3
59) COc1cccc(N2CCN(C(=O)c3ccc(CSc4nc5ccncc5[nH]4)cc3)CC2)c1
 : 1.8	-1	3	0	3	0	5	-2	-1
60) CC(C)(C)n1cnc(C(N)=O)c1N
 : 1.8	0	-3	4	5	-3	-1	3	-17

Going on with the list:
Order of results: MEX-5 binding	Fam108B counter	AHR activator	PAFAH1B2 FP inh	PME-1 inh	Bcl-xL primary	pPAFAH FP inh	MCL1-BIM inh	GLD-1 RNA inh
61) CCCCOC(=O)c1ccc(NC(=S)NC(=O)c2c(Cl)cnn2C)cc1
 : 2.3	-1	2	6	-3	10	8	14	8
62) CC(C)(C)C(=O)N1CCC(O)(CS(=O)(=O)Cc2ccccc2)CC1
 : 1.1	0	0	3	-3	5	2	-1	0
63) CCCCSc1nnc(-c2cc3c(C(F)(F)F)nn(C)c3s2)n1C
 : -1.1	-3	3	3	-11	-6	-2	-5	-5
64) CCCc1n(CC(O)COC2CCCCC2)c2ccccc2[n+]1C (configuration not stated)
 : 3.2	0	2	-3	2	-7	5	-11	-14

Compounds listed so far that have an aryl methoxy group:
Order of results: MEX-5 binding	Fam108B counter	AHR activator	PAFAH1B2 FP inh	PME-1 inh	Bcl-xL primary	pPAFAH FP inh	MCL1-BIM inh	GLD-1 RNA inh
1) COc1ccc(Cl)cc1C1=CC(=O)C[C@H](c2ccc(F)cc2)C1
 : x	x	4	1	-8	1	8	-6	6
13) CCc1ccc(OC)c(S(=O)(=O)Nc2ccc(Cc3ccncc3)cc2)c1
 : 2.0	2	3	11	27*	1	26*	2	-1
14) COC(=O)/C(=C/c1cccc([N+](=O)[O-])c1)NC(=O)c1ccc(OC)cc1
 : 1.7	4	2	6	1	4	4	6	-1
21) COc1ccc(NC(=O)N2CCC(NC(=O)c3ccco3)CC2)cc1
 : -1.9	-2	2	2	-1	2	3	8	5
37) COc1ccc(/C=N/Nc2ccc(C(F)(F)F)cc2[N+](=O)[O-])cc1
 : -0.4	5	1	-2	-1	1	-6	-11	-3
40) COc1ccc(NC(=O)C(CCS(C)(=O)=O)N2C(=O)c3ccccc3C2=O)cc1 (configuration not stated)
 : 0.1	0	-1	-4	0	6	3	4	2
44) COc1ccccc1/C=C(/C(=O)OCC(N)=O)c1ccccc1
 : 0.4	0	5	11	7	0	4	2	3
47) COc1ccc(CCC(=O)Nc2cnc3ccccc3c2)cc1
 : 2.1	2	3	3	-7	4	-1	4	-2
57) COc1cc2oc(=O)ccc2cc1[C@H](O)[C@@H](O)C(C)(C)O
 : x	x	1	1	6	-2	4	3	-5
59) COc1cccc(N2CCN(C(=O)c3ccc(CSc4nc5ccncc5[nH]4)cc3)CC2)c1
 : 1.8	-1	3	0	3	0	5	-2	-1

High-throughput results as filed in PubChem.
